# ABCB6 inh 2: ABCB6 transporter inhibitors, primary screen, K562-ABCB6 cells, flow cytometry, MLPCN library; fluorescence ratio to DMSO, % at 10 µM; AID 602162, 2011; 360,000 compounds, 0.19% hits; K562-ABCB6 porphyrin accumulation, 1 h; active compounds read low; ATP-binding cassette sub-family B member 6 (Homo sapiens), Q9NP58;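 active means fluorescence ratio to DMSO below 75%, the collection mean minus 3 SD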;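 further: signal is porphyrin accumulated inside mitochondria; 100% equals median channel fluorescence of DMSO control wells; lower ratio means ABCB6 inhibition with less porphyrin fluorescence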
# Target sequence (Q9NP58 whole entry, looked up): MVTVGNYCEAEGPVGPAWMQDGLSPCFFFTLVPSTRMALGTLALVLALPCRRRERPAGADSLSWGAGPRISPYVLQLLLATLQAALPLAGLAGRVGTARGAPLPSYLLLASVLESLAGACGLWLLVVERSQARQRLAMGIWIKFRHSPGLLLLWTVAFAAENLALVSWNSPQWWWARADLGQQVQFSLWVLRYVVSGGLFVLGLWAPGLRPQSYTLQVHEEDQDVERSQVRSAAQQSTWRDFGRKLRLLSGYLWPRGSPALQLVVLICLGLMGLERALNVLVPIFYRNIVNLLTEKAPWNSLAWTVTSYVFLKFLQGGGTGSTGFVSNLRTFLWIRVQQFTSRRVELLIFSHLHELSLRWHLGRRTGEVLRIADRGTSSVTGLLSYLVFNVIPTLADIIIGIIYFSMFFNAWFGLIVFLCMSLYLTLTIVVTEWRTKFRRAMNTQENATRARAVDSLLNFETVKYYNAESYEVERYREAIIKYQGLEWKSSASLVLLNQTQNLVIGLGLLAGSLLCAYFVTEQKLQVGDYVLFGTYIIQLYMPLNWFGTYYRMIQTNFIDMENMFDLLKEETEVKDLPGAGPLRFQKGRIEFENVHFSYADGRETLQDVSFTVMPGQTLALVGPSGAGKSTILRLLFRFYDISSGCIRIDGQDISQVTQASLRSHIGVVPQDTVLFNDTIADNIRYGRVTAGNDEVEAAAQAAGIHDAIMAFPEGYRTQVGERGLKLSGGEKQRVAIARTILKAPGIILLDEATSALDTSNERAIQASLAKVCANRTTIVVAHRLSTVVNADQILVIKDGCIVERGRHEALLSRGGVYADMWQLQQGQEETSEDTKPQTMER
# hiPSC survival: enhancers of single-cell hiPSC survival, primary screen, ATPlite luminescence. 100% = ROCK inhibitor wells, 0% = DMSO. survival enhancement, % at 20 µM. 360,000 compounds, 0.044% hits. AID 602274, 2012; in the data active means survival enhancement above about 18%;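 further: cells exposed to compounds for 16 hours before the ATP read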
# H9c2 protect: cardioprotection against H2O2-induced cell death, primary screen, uHTS, H9c2 cells, ATPLite luminescence | H9c2 cardiomyocytes, H2O2 injury protection, 2 h | protection from H2O2 cell death, % at 20 µM | 360,000 compounds, 0.63% hits | AID 588492, 2011;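 active means compounds giving at least 50% protection of heart cells from peroxide-induced death in the single-dose screen, raw or plate-pattern-corrected value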;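 further: 0% = DMSO wells with peroxide and 100% = DMSO wells without peroxide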
# aDG glyco up: activators of alpha-DG glycosylation, primary screen, uHTS, Pro5-aDG cells, AlphaScreen. activation, % at 10 µM. alpha-DG glycosylation AlphaScreen (IIH6); 0% Pro5, 100% B10-LARGE cell signal. 360,000 compounds, 0.22% hits. AID 624168, 2012;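 active means activation of at least 8% versus controls, or a plate z-score of at least 8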;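 further: Pro5 are CHO cells carrying HIG-tagged alpha-DG that lacks glycosylation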
# ABHD5 PLIN5 PPI: ABHD5-PLIN5 interaction inhibitors, primary screen, cell lysate, split luciferase complementation, luminescence; inhibition, % at 4 µM; AID 602281, 2012; Split G. princeps luciferase complementation, 4 h; 360,000 compounds, 0.78% hits; Perilipin-5 (Homo sapiens) + 1-acylglycerol-3-phosphate O-acyltransferase ABHD5 (Homo …;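 active means inhibition above the mean inhibition across every tested compound plus 3 SD, cut at about 22% in these data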;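 further: 0% = DMSO only wells and the 100% control is not disclosed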
# Glyco luc inh: increase of ERlucT glycosylation luciferase signal, primary screen, N-linked glycosylation inhibitor project, D54 ERlucT cells, luminescence, set 2; 360,000 compounds, 0.23% hits; reporter increase, % at 12.5 µM; D54 ERlucT glycosylation luciferase reporter, 24 h; percent of 100 nM tunicamycin response;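 active means mean luciferase reporter signal, scaled so untreated is 0 and the glycosylation-blocking control 100, at or above a set limit in every replicate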;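 further: luciferase carries N-glycosylation sites so blocking glycosylation raises the light; 0% = median of neutral control wells and 100% = median of 100 nM tunicamycin wells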
# MC4R antagonist: MC4R antagonists of cAMP signaling, primary screen, cell-based, TR-FRET, antagonist arm of biased-ligand search; Melanocortin receptor 4 (Homo sapiens), P32245; MC4R-expressing cells, MTII-stimulated cAMP, LANCE TR-FRET; inhibition, % at 6.5 µM; 360,000 compounds, 0.48% hits;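 active means inhibition above its plate's cutoff, the mean of tested wells on that plate plus 3 SD, cut at about 29% in these data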;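 further: 0% = Melanotan II alone and 100% = Melanotan II plus saturating MCL0020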
#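 material = U2OS cells stably expressing human melanocortin 4 receptor (MC4R) | also added = Melanotan II challenge | dosing = single nominal compound dose of 6.5 µM | detection = TR-FRET with Eu-cAMP and labeled anti-cAMP, 671 nm | replication = singlicate | timing = compound 30 min, challenge 1 h, detection 1 h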
# Exocytosis inh: LAMP-1 surface exposure blockers, TALL-104 cells – cell-based, flow cytometry, MLPCN library, primary screen. TALL-104 LAMP-1 surface exposure; cells stimulated with thapsigargin and PMA. inhibition, % at 10 µM. 360,000 compounds, 0.66% hits;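 active means inhibition above about 55%, limit read from the data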
# HTR2A ag: mouse Htr2a agonists via beta-arrestin recruitment, primary screen, cell-based, luminescence. 360,000 compounds, 0.66% hits. AID 624169, 2012. activation, % at 7.6 µM. 5-hydroxytryptamine receptor 2A (Mus musculus), P35363. CHO-K1 mHTR2A beta-arrestin complementation; percent of 30 µM serotonin response;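 active means activation above a run cutoff, the mean activation of all tested compounds plus 3 SD, cut at about 14% in these data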;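 further: 0% = plate median of compound wells and 100% = 30 µM serotonin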
# MC4R ag barr: MC4R agonists recruiting beta-arrestin, primary screen, cell-based, luminescence, agonist arm of biased-ligand search; Melanocortin receptor 4 (Homo sapiens), P32245; U2OS MC4R beta-arrestin complementation; percent of melanotan II response, DMSO zero; activation, % at 8.9 µM; 360,000 compounds, 0.98% hits;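 active means activation above a per-plate cutoff, the mean activation of sample wells on that plate plus 3 SD, cut at about 8% in these data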
# Numbers without * were called inactive; . = not tested or not shown.
SMILES,ABCB6 inh 2,hiPSC survival,H9c2 protect,aDG glyco up,ABHD5 PLIN5 PPI,Glyco luc inh,MC4R antagonist,Exocytosis inh,HTR2A ag,MC4R ag barr
C[C@H](NC(=O)CCn1nnc2ccccc2c1=O)C(=O)O,92.0,0.4,2.4,0.1,1.1,1.0,3.0,-4.3,-2.8,1.6
COc1ccc(-c2sc3ccc(OC)cc3c2-c2ccc(OC)c(F)c2)cc1,101.0,-2.3,-8.2,0.0,-5.7,-3.9,2.6,-8.3,-8.0,-0.8
CCOC(=O)C1(C)CCN1C(=O)c1cncc(Br)c1 (stereo not drawn),98.0,2.5,-1.1,-0.2,2.4,0.7,2.9,1.3,4.7,-0.6
COc1cccc(NC(=O)CN(C)C(=O)c2ccc(S(=O)(=O)Nc3ccccc3C)cc2)c1,91.0,-0.4,3.6,0.3,-2.1,-2.2,5.5,0.4,-3.1,-1.1
O=C(CN1CCN(c2ccccc2F)CC1)N1CCc2ccccc21,95.0,-0.1,-5.0,0.2,1.1,0.8,1.2,-16.3,-9.3,0.3
O=C(Nc1cccc(F)c1)N1CCC(n2c(=O)[nH]c3ccccc32)CC1,97.0,0.6,-1.2,-0.1,10.2,-0.1,9.7,-3.6,2.2,-0.6
Cc1cc(C(=O)O)n(C(C)(C)C)n1,100.0,-0.4,-6.8,0.1,5.1,2.8,-7.6,2.3,3.9,1.3
O=C1c2ccccc2C(=O)N1CCCCc1cn(C[C@H]2CC[C@H](Cn3cc(CCCCN4C(=O)c5ccccc5C4=O)nn3)O2)nn1,95.0,1.2,9.8,-0.2,4.3,-1.3,-12.1,-10.2,10.2,-1.3
CCCCn1c(N)c(N(CCOC)C(=O)c2ccc(NC3CC3)c([N+](=O)[O-])c2)c(=O)[nH]c1=O,96.0,-0.3,0.5,0.1,-5.1,-1.9,5.4,-10.1,2.6,-1.7
COCCC1CCCCN1C(=O)c1cc(COc2cccc(C(C)=O)c2)on1 (stereo not drawn),97.0,-0.3,-8.4,0.3,1.0,-0.9,-1.4,0.1,8.1,-0.4
O=C(NCC1CCOCC1)c1ccc(-c2ccc(F)c(F)c2)c2ccoc12,90.0,-0.9,-3.2,0.2,5.3,-2.6,7.8,2.7,-3.9,-0.8
CC(NC(=O)C1CCCC1)c1ccc(Br)cc1 (stereo not drawn),100.0,-0.4,-3.3,0.2,6.6,-1.6,-3.2,10.8,10.7,1.4
CCn1c(=N)n(CC(=O)OC)c2ccccc21,88.0,0.9,1.6,0.2,0.1,-0.9,6.1,1.2,5.6,1.0
CC(C)CN(C(=O)c1cccc(S(=O)(=O)N2CCN(c3ccc(F)cc3)CC2)c1)C1CCS(=O)(=O)C1 (stereo not drawn),101.0,0.3,-2.8,-0.2,-9.2,1.7,4.2,-2.0,3.3,-2.9
CCn1nc(C)c(CN2CCN(Cc3ccsc3)C(CCO)C2)c1C (stereo not drawn),99.0,0.2,1.8,-0.3,2.5,1.4,5.5,1.8,-1.7,-0.7

# Three compounds already listed, arranged by the value under ABHD5 PLIN5 PPI, low to high:
molecule	ABHD5 PLIN5 PPI
COc1ccc(-c2sc3ccc(OC)cc3c2-c2ccc(OC)c(F)c2)cc1	-5.7
CCCCn1c(N)c(N(CCOC)C(=O)c2ccc(NC3CC3)c([N+](=O)[O-])c2)c(=O)[nH]c1=O	-5.1
COCCC1CCCCN1C(=O)c1cc(COc2cccc(C(C)=O)c2)on1 (stereo not drawn)	1.0

# The list continues.
SMILES,ABCB6 inh 2,hiPSC survival,H9c2 protect,aDG glyco up,ABHD5 PLIN5 PPI,Glyco luc inh,MC4R antagonist,Exocytosis inh,HTR2A ag,MC4R ag barr
CC(OC(=O)c1ccc(Cl)nc1)C(=O)Nc1ccc(S(=O)(=O)N2CCCC2)cc1 (stereo not drawn),94.0,0.3,1.2,0.2,-13.8,-1.1,5.3,0.6,0.9,-2.3
CCOc1ncccc1C(=O)OCC(=O)c1ccc(Cl)s1,91.0,2.3,-0.1,0.0,-0.5,-1.7,-1.9,-0.3,-5.8,-3.2
COC(=O)C(NS(=O)(=O)c1ccc(N2CCCC2=O)cc1)c1ccccc1 (stereo not drawn),96.0,1.3,-3.6,0.7,-5.1,-0.2,8.8,-3.9,1.4,-1.0
Nc1nc2c(c3c1c(=O)oc1ccccc13)CCCCC2,93.0,-0.2,4.3,0.3,-8.8,-0.6,5.9,0.5,6.3,0.4
CCC(C)C(NS(=O)(=O)c1ccc(C)cc1)C(=O)NCCCN1CCOCC1 (stereo not drawn),98.0,0.0,-4.1,0.0,5.0,-0.2,1.1,-4.7,0.8,0.1
Cc1ccc(-c2csc(NC(=O)c3ccc(-c4ccccc4)cc3)n2)o1,87.0,-0.9,-29.1,0.9,55.2*,-4.9,0.5,47.5,0.2,3.1
CC(C)(C)S(=O)(=O)N1C[C@H]2C(=CC[C@@H]3C(=O)N(c4ccccc4)C(=O)[C@@H]32)[C@H]1CCO,104.0,-0.9,-2.3,-0.1,-0.3,-1.0,-0.7,-2.6,-1.0,-0.1
COc1cccc(-n2c(SCC(=O)Nc3cc(C)on3)nc3c([nH]c4ccccc43)c2=O)c1,101.0,0.3,3.5,0.0,2.1,-0.6,-4.5,-2.0,1.2,0.5
CCc1ccc(S(=O)(=O)/N=C2/C=C(Sc3ncn[nH]3)C(=O)c3ccccc32)cc1,98.0,-4.0,-21.3,-0.3,32.3*,-13.5,60.0*,97.7*,6.5,-1.0
CCCOC(=O)Nc1nnc(CCC)s1,96.0,1.8,-2.3,-0.3,4.1,3.5,14.6,-1.7,-2.7,0.9
COC(=O)c1ccc(/C=N/Nc2nc(N3CCCCC3)nc(N3CCCCC3)n2)cc1,96.0,0.7,0.8,0.1,-7.3,-0.2,9.9,1.5,6.2,0.1
COc1ccc(CN2C(=O)c3ccccc3C2=O)cc1C(=O)Nc1ccccc1N1CCOCC1,88.0,-0.5,8.4,-0.3,-0.8,-3.5,3.7,1.6,3.4,1.7
C=CCn1nnnc1SCC(=O)Nc1ccc(C(=O)OC)cc1,106.0,-0.7,-2.6,0.2,0.6,0.6,0.4,-0.5,1.0,-3.6
CCn1c(COc2cccc(OC)c2)nnc1SCC(=O)N1CCOCC1,100.0,-1.1,0.2,-0.1,1.3,2.6,8.9,3.2,2.1,1.0
COC(=O)c1ccc(CN2C(=O)NC(c3ccccc3)(c3ccccc3)C2=O)o1,99.0,0.2,4.3,0.0,-5.3,0.7,16.5,11.8,2.9,2.6
CCOC(=O)C(=CNc1cc(C)ccc1C)C(=O)OCC,100.0,-1.7,-4.0,0.2,-1.9,2.1,3.7,-0.5,8.5,0.2
COc1cccc(-c2csc3nnc(SCC(=O)c4ccc(NC(C)=O)cc4)n23)c1,96.0,-1.1,7.0,0.0,3.7,0.9,12.3,2.5,6.4,-0.2
COc1ccc(NC(=O)c2cnc3n(c2=O)CCS3)cc1OC,100.0,-2.1,-3.5,0.0,-8.7,1.0,14.2,2.2,1.5,0.3
CC(=O)c1c(C)nc2ccc(Cl)cn12,151.0,-2.8,9.5,0.1,1.0,1.1,-4.5,-0.3,3.1,-0.3
O=C(OCc1ccc(F)cc1)c1cccnc1Cl,105.0,-0.1,-2.6,0.0,4.6,-1.7,-0.9,4.2,-0.2,0.1
Cn1c(=O)c2[nH]c(SCCN3CCCCC3)nc2n(C)c1=S,96.0,1.0,15.4,-0.3,-3.4,0.7,0.5,-4.6,2.4,-4.4
CC(C)c1ccc(NC(=O)c2cc(Br)ccc2Br)cc1,91.0,2.8,-18.8,0.7,-10.7,-4.3,-1.0,-1.3,-0.6,-2.1
Cc1ncc(CN2CCCC(C(=O)Nc3ccc(-n4ccnc4C)cc3)C2)cn1 (stereo not drawn),87.0,0.5,6.4,0.1,1.0,8.7,8.9,-10.4,3.2,-3.9
CSc1nc(N)nc(SCC(=O)c2ccccc2)c1C#N,97.0,-2.0,-5.2,0.5,1.8,-0.1,-11.5,-9.8,-2.2,3.5
CC(C)NC(=O)c1cc2c(s1)CCCC2,96.0,-1.6,-15.9,-0.2,-4.9,-0.9,10.8,-2.5,1.4,1.2
COc1ccc(OCC(=O)Nc2ccc(NC(=O)c3ccccc3Cl)c(OC)c2)cc1,106.0,-0.2,7.0,-0.1,-5.3,0.5,1.2,3.1,3.5,-0.8
C[C@@H](NC(=O)[C@@H]1Cc2ccccc2CN1)C(=O)NC1CCCCC1,89.0,0.6,0.0,-0.3,0.5,-0.5,-1.0,-0.4,2.9,-2.0
COC(=O)C(C#N)(CCC(=O)c1ccccc1)CCC(=O)c1ccccc1,102.0,0.5,2.6,0.0,8.0,-1.4,.,6.5,0.6,.
CN(C)CC#CCC(O)(c1ccccc1)c1ccccc1,95.0,-0.6,6.1,0.0,-2.9,-1.3,-1.9,3.1,-3.0,-2.7
CCN(CC(=O)Nc1cccc(OC)c1)C(=O)c1cccc(S(=O)(=O)N2CCc3ccccc32)c1,96.0,0.0,-0.9,0.1,-4.9,-1.7,10.9,0.0,-3.6,-2.2
CC1CC(C)CN(S(=O)(=O)N2CCC(C(=O)NCc3ccco3)CC2)C1 (stereo not drawn),94.0,-0.7,-6.4,0.8,-12.6,0.5,12.5,0.8,-4.5,-1.9
Cc1c(Cl)cccc1NC(=O)NCc1ccccn1,99.0,-0.5,8.8,-0.1,-3.7,1.5,5.0,-0.2,1.8,-2.5
Cc1ccc(-n2c3c(c(=O)[nH]c2=S)C(C(F)(F)F)(C(F)(F)F)NC(=O)N3)cc1,84.0,9.7,9.7,0.2,1.7,1.3,8.2,-2.4,3.5,-0.6
Cc1cc(C(=O)COC(=O)CN(C)S(=O)(=O)c2ccc(Cl)cc2)c(C)n1Cc1cccs1,99.0,0.6,-9.8,0.1,-0.2,0.9,3.4,-1.1,-5.5,-0.3
Cc1nn(C)c(C)c1NS(=O)(=O)c1ccc(Cl)cc1,95.0,0.2,-8.3,0.1,5.7,1.9,1.6,-3.4,-1.3,-2.0
Cc1cc(C(=O)NCC(=O)Nc2c(C)cccc2C)c(C)o1,101.0,0.4,-4.1,-0.2,3.1,0.8,-2.2,12.8,4.7,0.1
O=C(N/N=C/c1cccs1)c1[nH]ncc1Br,96.0,0.1,-6.4,0.1,-0.7,-4.5,15.6,-1.7,-3.7,-1.3
